# Screens deposited in PubChem by several laboratories.
# TWEAK-Fn14 inh – inhibitors of TWEAK-Fn14 signaling, primary screen, luciferase reporter cells, uHTS. TWEAK-stimulated Fn14 reporter cells, luciferase luminescence, 8 h. inhibition, % at 10 µM. actives 2% (n = 360,000). AID 1159606, 2016; in the data active = inhibition above about 50%
# KKLEB tox – cytotoxicity in KKLEB CF airway cells, primary screen, cytotoxicity control for CF NF-kB inhibitor project, cell-based, uHTS, fluorescence assay plates; KKLEB CF airway cells viability, ATPlite luminescence, overnight; stronger effect = lower value; cells stimulated with P. aeruginosa culture filtrate; activity change (cytotoxicity), % at 5 µM; actives 0.36% (n = 360,000);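 active = corrected activity change at or below -50% at 5 µM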
# NR2E3 ag-1 – inhibitors of NR2E3-RetCOR corepressor binding, primary screen, NR2E3 agonist project, biochemical, TR-FRET, GST-NR2E3, biotin-RetCOR | Photoreceptor-specific nuclear receptor (Homo sapiens), Q9Y5X4 | actives 0.12% (n = 320,000) | AID 2300, 2010 | 1536-well | inhibition of corepressor binding, % at 4.78 µM;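 active = percent inhibition above the cutoff of mean plus 3 SD of all tested compounds, set per screening campaign, cut at about 20% in these data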;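 also: 0% = DMSO wells and 100% = biotin wells as full block of FRET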
# Target sequence (Q9Y5X4 whole entry, looked up): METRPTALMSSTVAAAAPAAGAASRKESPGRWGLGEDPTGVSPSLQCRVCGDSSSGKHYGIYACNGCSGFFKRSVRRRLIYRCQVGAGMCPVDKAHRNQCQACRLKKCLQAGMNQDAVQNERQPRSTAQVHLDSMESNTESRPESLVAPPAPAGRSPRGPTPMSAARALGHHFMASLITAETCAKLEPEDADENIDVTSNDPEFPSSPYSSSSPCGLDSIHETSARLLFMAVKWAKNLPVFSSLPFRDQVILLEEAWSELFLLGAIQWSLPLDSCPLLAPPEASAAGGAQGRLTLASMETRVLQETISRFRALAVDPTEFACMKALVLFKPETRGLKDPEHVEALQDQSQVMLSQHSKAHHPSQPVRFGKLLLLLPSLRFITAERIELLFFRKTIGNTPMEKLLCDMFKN
#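 System: GST-tagged NR2E3 plus biotinylated RetCOR corepressor; Buffer or medium: pH 7.5 Tris-based buffer; Probe or stimulus: RetCOR corepressor, biotinylated, 7 nM; Doses: compound at 4.8 µM, single dose; Schedule: 5 h incubation at 4 °C; Technique: time-resolved FRET; Evaluation: percent inhibition of TR-FRET ratio; Replication: one well per compound, singlicate testing.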
# TROY NFkB inh – inhibitors of TROY-driven NF-kB signaling, primary screen, Q293 LMP1-TROYcd cells, NF-kB luciferase, uHTS | Q293 LMP1-TROYcd NF-kB luciferase reporter, 4 h | inhibition, % at 10 µM | actives 0.98% (n = 360,000) | AID 1347056, 2019;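 active = compounds whose plate-normalised and pattern-corrected inhibition of the luciferase reporter signal at the single screening dose is 50% or more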
# CF NFkB block – inhibitors of PAF-induced NF-kB signaling, primary screen, cell-based, GFP fluorescence, uHTS; KKLEB NF-kB-GFP reporter, GFP fluorescence overnight; inhibition, % at 5 µM; actives 0.86% (n = 360,000); AID 588850, 2011;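 active = at least 50% inhibition at 5 µM, scaled per plate between neutral and stimulator controls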;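 also: PAF is a Pseudomonas aeruginosa culture filtrate used as stimulus; plate controls were PAF-stimulated DMSO wells for no effect and unstimulated DMSO wells for full effect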
# Shn3 inh set2 – reduction of Shn3 3'UTR firefly luciferase signal, primary screen, Schnurri-3 inhibitor project, cell-based, Clone20 osteoblasts, set 2 | Clone20 osteoblast Shn3 3'UTR firefly luciferase, 24 h | inhibition, % at 12.5 µM | actives 0.52% (n = 360,000);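 active = mean inhibition of at least 75% with every replicate also reaching 75%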;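 also: 0% = median of neutral control wells and 100% = pilot-screen positive control compound; some compounds past the cut are filed as inactive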
# TRPM1 prom inh – inhibitors of MITF-dependent TRPM1 promoter reporter, primary screen, cell-based, SK-MEL-5, single point, luciferase; AID 488899, 2010; inhibition, % at 12.5 µM; SK-MEL-5 TRPM1 promoter luciferase, 24 h; actives 0.83% (n = 330,000);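 active = mean inhibition across replicates of 60% or more, whatever share of single replicates reaches that level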; also: values of inactives mirror those of a sister screen read the other way
# Peg3 promoter – Peg3 promoter-driven luciferase inhibitors, primary screen, cell-based, HeLa, luciferase luminescence. inhibition, % at 20 µM. AID 588405, 2011. actives 1.7% (n = 360,000). HeLa PEG-Prom luciferase reporter, overnight;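 active = inhibition of at least 50% at 20 µM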
# TRAIL sens C8 – viability loss with TRAIL in NB7+C8 cells, primary screen, TRAIL sensitizer project, cell-based, ATPlite luminescence; AID 624354, 2012; actives 1% (n = 360,000); inhibition (viability loss, TRAIL sensitization), % at 10 µM;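 active = compounds causing at least 50% loss of cell viability in the single-dose screen, relative to plate controls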
# HIF-2a block – HIF-2a reporter inhibitors, primary screen, luminescence, 786-0 RCC cells. 786-0 RCC cells HIF-2a reporter, luciferase luminescence, overnight. inhibition, % at 18.8 µM. actives 0.72% (n = 360,000). AID 624352, 2012;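 active = inhibition of the luminescence signal of 40% or more relative to plate controls, in a single-dose primary screen at 18.75 µM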
# NR2E3 ag-2 – NR2E3 agonists in two-hybrid cells, primary screen, cell-based, luminescence, CHO-S, Gal4-NCOR/VP16-NR2E3; AID 602229, 2012; luciferase; Photoreceptor-specific nuclear receptor (Homo sapiens), Q9Y5X4; actives 0.35% (n = 360,000); inhibition of corepressor binding, % at 3.98 µM;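 active = inhibition above the mean of all tested compounds plus 3 SD, cut at about 70% in these data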;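 also: 0% = DMSO with NR2E3 transfected cells and 100% = cells lacking NR2E3 construct; higher means lower luciferase signal from less NR2E3 corepressor binding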
# Starred values were filed as active, the others as inactive; . = not tested or not shown. The list is partial (hit frequency here may not be typical).
SMILES,TWEAK-Fn14 inh,KKLEB tox,NR2E3 ag-1,TROY NFkB inh,CF NFkB block,Shn3 inh set2,TRPM1 prom inh,Peg3 promoter,TRAIL sens C8,HIF-2a block,NR2E3 ag-2
Cc1cc(NC(=O)CCN2C(=O)c3ccccc3C2=O)no1,18,1,-4,-9,9,-2,-10,6,-9,12,-5
CCOc1ccc(NC(=O)c2ccc(CN3CCc4ccccc4C3)cc2)cc1,14,-16,6,-1,9,4,1,-7,25,-85,-34
COc1ccc([N+](=O)[O-])cc1NCc1c(F)cccc1F,59*,8,.,4,9,17,.,8,0,8,-65
Cc1cc(-c2nnc(CSc3nnc(NC(=O)c4ccc(C(C)(C)C)cc4)s3)o2)ccc1[N+](=O)[O-],-65,-12,4,-13,11,-22,-50,-155,51*,-70,-46
NC(=O)c1ccc(NC(=O)COC(=O)CCC2CCCC2)cc1,14,3,.,4,16,-4,.,-2,-9,13,-22
NC(=O)c1ccccc1NC(=O)CSc1nc2ccccc2c(=O)[nH]1,12,18,2,-1,-28,-5,5,33,45,14,-19
CC(C)CNC(=S)NNC(=O)c1ccco1,22,12,-1,15,0,-18,10,10,-7,12,16
CCCc1cc(=O)oc2cc(C)cc(OC(C)C(=O)NCCCN3CCOCC3)c12 (stereo unspecified),7,29,3,4,-2,1,4,-51,14,4,12
Cc1ccccc1NS(=O)(=O)c1nnc(NC(=O)c2ccc(Br)cc2)s1,-5,-8,0,-17,14,-34,7,-16,-16,4,-7
O=S(=O)(Nc1ccc(Cl)cc1)c1ccc2c(c1)CCO2,7,2,0,1,10,.,3,14,-5,20,-11
Cn1cc(-c2ccccc2C(N)=O)c(=O)c2ccccc21,1,-5,7,-13,-5,0,1,10,-7,8,3
Cc1c(NS(=O)(=O)c2cccs2)c(=O)n(-c2ccccc2)n1C,-3,1,0,0,-4,-7,2,3,-16,10,9
CC1CN(S(=O)(=O)c2ccc(Cl)c(C(F)(F)F)c2)CC(C)O1 (stereo unspecified),9,2,-2,2,16,18,0,3,-11,22,-10
CC(OC(=O)c1ccc(C(C)(C)C)cc1)C(=O)NC1CCCCC1C (stereo unspecified),-8,-6,-3,-30,8,12,-2,11,-8,3,5
CC1C(=O)Nc2ccc(S(=O)(=O)N3CCN(c4ccccc4F)CC3)cc2NC1=O (stereo unspecified),-3,-6,0,-9,-8,6,9,8,-13,0,.
Cc1cccc(C(=O)NCC(=O)OCC(=O)c2ccc(Br)s2)c1,5,2,.,-13,-8,-8,15,-6,-17,-3,10
Cc1cc(C)cc(Nc2c3c(nc4ncnn24)CCC3)c1,-11,-3,4,2,10,22,6,32,-14,19,12
COc1ccc(CNC(=O)c2ccc(CS(=O)(=O)c3ccc(C)cc3)o2)cc1,7,1,-5,-10,1,6,2,8,9,7,4
OCCN1CCN(c2nc3ccccc3nc2-c2ccccc2)CC1,10,-10,-1,-12,-2,.,3,8,28,2,5
Cn1c2c(sc1=O)CCC2,0,-4,.,7,-20,20,5,-8,5,8,15

# An excerpt from above in order of number of heavy atoms, rising.
SMILES,TWEAK-Fn14 inh,KKLEB tox,NR2E3 ag-1,TROY NFkB inh,CF NFkB block,Shn3 inh set2,TRPM1 prom inh,Peg3 promoter,TRAIL sens C8,HIF-2a block,NR2E3 ag-2
Cn1c2c(sc1=O)CCC2,0,-4,.,7,-20,20,5,-8,5,8,15
Cc1cc(C)cc(Nc2c3c(nc4ncnn24)CCC3)c1,-11,-3,4,2,10,22,6,32,-14,19,12
Cc1cccc(C(=O)NCC(=O)OCC(=O)c2ccc(Br)s2)c1,5,2,.,-13,-8,-8,15,-6,-17,-3,10
COc1ccc(CNC(=O)c2ccc(CS(=O)(=O)c3ccc(C)cc3)o2)cc1,7,1,-5,-10,1,6,2,8,9,7,4
CC1C(=O)Nc2ccc(S(=O)(=O)N3CCN(c4ccccc4F)CC3)cc2NC1=O (stereo unspecified),-3,-6,0,-9,-8,6,9,8,-13,0,.

# Next structures
SMILES,TWEAK-Fn14 inh,KKLEB tox,NR2E3 ag-1,TROY NFkB inh,CF NFkB block,Shn3 inh set2,TRPM1 prom inh,Peg3 promoter,TRAIL sens C8,HIF-2a block,NR2E3 ag-2
CC(NC(=O)c1cccc(S(=O)(=O)N2CCN(Cc3ccccc3)CC2)c1)c1ccccc1Cl (stereo unspecified),20,-2,.,2,5,33,0,31,-9,16,0
CCOC(=O)N1CCC(NS(=O)(=O)c2ccc3c(c2)OCC(=O)N3)CC1,-7,4,2,0,-2,1,-3,3,-3,14,0
CC(C)(C)C(=O)Nc1nc(C2CCCN2S(=O)(=O)c2ccc(Cl)cc2)cs1 (stereo unspecified),14,3,-1,13,-13,27,8,12,8,9,-7
COc1ccc(CNC(=O)c2ccc(NS(=O)(=O)c3c(C)noc3C)cc2)cc1,3,6,2,12,13,4,-3,9,-2,6,2
O=C1C(Cl)=C(N2CCN(Cc3ccccc3)CC2)C(=O)N1c1ccccc1,-11,11,4,-2,-16,-10,0,-1,-3,9,-22
CC(=O)Nc1nc2c(C)cc(NC(=O)C3CCCCC3)cc2s1,-38,-6,4,-81,3,-70,-78,-114,2,-120,-11
Cc1csc(NC(=O)c2c(-c3c(F)cccc3Cl)noc2C)n1,11,16,1,15,-20,10,18,18,1,8,-6
COc1ccc(C(=O)N2CCC2(C)C(=O)O)cc1C(F)(F)F (stereo unspecified),-18,9,.,-1,-9,7,.,-5,-7,3,-5
CC(=O)c1ccc(NC(=O)COC(=O)c2ccccc2Sc2ccccc2C#N)cc1,7,10,2,-9,-16,6,7,-22,-8,-13,-32
CCCCN1C(=O)C(CC(=O)NC2CC2)CC(C(=O)N2CCOCC2)=C1C (stereo unspecified),16,11,.,13,-16,-16,.,-10,4,7,-24
CCOC(=O)COn1c(=O)c(-c2ccccc2)[n+]([O-])c2ccccc21,8,16,-2,-25,-9,-7,-7,2,-9,15,-23
COc1cc2c(cc1OC)CN(C(C)C(=O)Nc1cccc(S(=O)(=O)N3CCOCC3)c1)CC2 (stereo unspecified),-12,3,.,22,7,-8,0,-6,-27,1,21
Cc1cccc2c(C(=O)N3CCN(c4ccccc4)CC3)cc(-c3ccncc3)nc12,3,-20,5,12,10,-14,16,-17,25,-1,-19
CC1CCN(C(=O)COC(=O)c2n[nH]c(=O)c3ccccc23)CC1,12,1,0,-7,-10,1,-7,2,-10,-5,7
Cc1cc(C)c(OCCCNCc2ccccc2)c(Br)c1,-34,-15,4,-21,30,4,4,-3,14,10,9
CN(Cc1ccccc1F)C(=O)CN1C(=O)NC2(CCc3ccccc32)C1=O (stereo unspecified),-12,7,.,19,-14,3,1,9,-19,10,-1
COCOc1cccc(CN2CCC(C)(Oc3cccc(OC)c3)C2)c1 (stereo unspecified),13,-2,.,-8,-7,-10,.,-7,1,2,-18
CCOC(=O)c1cc(C#N)c(Nc2ccc(C)cc2)nc1C(F)(F)F,9,-10,3,3,5,9,-12,16,1,-1,5
Cc1nc(CSc2nnc3scc(-c4ccccc4)n23)cs1,-6,-2,-2,8,11,3,-1,1,-13,14,16
CCOC(=O)C1C(=O)CC(C)(O)C(C(=O)OCC)C1c1ccc(SC)cc1 (stereo unspecified),14,-4,0,-15,-7,-20,-10,2,1,9,26
COCCCNC(=S)NC1CC2CCCC(C1)N2Cc1cccs1 (stereo unspecified),6,-2,0,-5,-6,6,-9,-6,-4,15,7
CC(C)n1c(=O)c2ccccc2n1Cc1cn(Cc2cccs2)nn1,1,-6,.,5,-15,6,.,8,3,6,10
COc1ccc(C2NC(=O)C(C#N)=C(S)N2c2ccccc2)cc1OC (stereo unspecified),4,7,0,0,-33,-24,7,2,-27,18,18
CN(C)CCCNC(=O)c1ccc(Cl)c(S(=O)(=O)N2CCCCCC2)c1,1,2,4,-2,1,11,-13,91*,19,18,-38
c1cc(-c2nnn(CCOCCn3nnc(-c4ccncc4)n3)n2)ccn1,10,-6,0,8,-4,-1,10,3,-4,2,-2
COc1ccc(C)cc1NC(=O)c1ccc2c(O)c(S(=O)(=O)c3ccccc3)c(=O)[nH]c2c1,12,1,-2,-24,-1,-28,-7,-13,12,-2,12
COc1ccc(NC(=O)C[C@H]2C(=O)N(c3ccc(Br)cc3)C[C@@H]2c2ccc(OC)cc2)cc1,-23,-5,.,-35,-6,-10,.,-111,-7,-256,-17
O=C(CCCN1C(=O)/C(=C\c2ccccc2)SC1=S)Nc1cccc(C(=O)O)c1,-1,4,1,-25,-16,5,7,-18,7,3,-21
Cc1[nH]n(-c2ccccc2)c(=O)c1/C=N/NC(=O)c1cccc(F)c1,30,-13,-4,3,15,79,1,7,34,-20,-116
COc1ccc(C2SCC(=O)N2c2c(C)n(C)n(-c3ccccc3)c2=O)cc1OC (stereo unspecified),3,4,-2,13,4,7,11,11,9,13,-17
COc1ccc(CCN2CC(C(=O)NCCc3ccccc3C(F)(F)F)CCC2=O)cc1 (stereo unspecified),-39,-10,1,-52,8,-44,-43,-104,-5,-128,-76
COc1ccc(CC(=O)NNc2ncnc3c2cnn3-c2ccccc2)cc1,12,-14,0,-17,31,12,2,11,1,13,-11
S=c1[nH]nc2n1CCCN2,9,2,-4,3,-21,25,7,-1,-11,7,8
CCCCN(CCCC)CCNC(=O)c1cn(CC)c2ccc(S(=O)(=O)N3CCc4ccccc4C3)cc2c1=O,-24,-1,0,12,5,4,39,34,20,14,17
Cn1c(=O)c2c(nc(N3CCOCC3)n2CC(=O)C23CC4CC(CC(C4)C2)C3)n(C)c1=O,-43,-5,-3,0,-16,-8,5,2,-8,17,-20
Cc1cc(=O)oc(C)c1C(=O)NCCc1ccccc1,45,8,1,.,8,-8,-9,13,-3,8,19
CCc1ccccc1NC(=O)[C@@H]1CCC(=O)N1C1OC(=O)c2c1ccc(OC)c2OC (stereo partly specified),1,8,-3,3,-8,-9,3,-1,-8,5,2
CCN(CC)C(=O)CC(c1ccc2c(c1)OCO2)c1c(O)cc(OC)cc1OC (stereo unspecified),14,12,-1,-17,12,21,8,-10,3,11,-3
Cc1ccc(C)c(N2CCN(c3ncnc4c3cnn4-c3ccccc3)CC2)c1,13,-33,.,-5,2,9,-3,10,24,-14,-31
